Bim-Bcl-W – human Bim-Bcl-W interaction inhibition; Q92843; bead-based flow cytometry, Bim peptide-Bcl-W binding; inhibition, % at 10 µM; 190,000 tested, 0.02% active; AID 952;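 note: 0% = bound tracer without compound and 100% = peptide blocker; higher means less fluorescent Bim peptide bound to Bcl-W beads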
Mcl1 Bid PPI – Mcl-1/Bid interaction inhibition; TR-FRET Mcl-1/Bid-Dy647 peptide binding, 1536-well; inhibition, % at 21.7 µM; 220,000 tested, 0.97% active;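 active = compounds that cut the binding signal by more than half at the single screening dose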;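 note: His-tagged Mcl-1 with europium anti-His antibody binding Bid BH3 peptide; 0% = Mcl-1 plus peptide wells and 100% = peptide-only wells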
Target sequence (Q07820 whole entry, looked up): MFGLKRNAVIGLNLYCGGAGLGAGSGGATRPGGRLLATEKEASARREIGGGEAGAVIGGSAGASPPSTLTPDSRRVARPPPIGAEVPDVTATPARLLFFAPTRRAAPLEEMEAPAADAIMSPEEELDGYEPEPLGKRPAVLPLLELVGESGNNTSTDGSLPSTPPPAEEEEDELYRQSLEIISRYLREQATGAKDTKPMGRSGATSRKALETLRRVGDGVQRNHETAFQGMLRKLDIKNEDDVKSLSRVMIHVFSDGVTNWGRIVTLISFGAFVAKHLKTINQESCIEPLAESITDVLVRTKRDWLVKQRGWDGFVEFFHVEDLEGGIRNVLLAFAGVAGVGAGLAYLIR
Bim-Bcl-XL – human Bim-Bcl-XL interaction inhibition. inhibition, % at 10 µM. 190,000 tested, 0.04% active. Bim peptide-Bcl-XL binding, bead flow cytometry, fluorescence. AID 1007
Bim-Bfl-1 – inhibitors of Bim-Bfl-1 interaction, human; Q16548; Bead-based flow cytometry, Bim-Bfl-1 binding inhibition; inhibition, % at 10 µM; 190,000 tested, 0.12% active; AID 1008;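 note: 0% = wells without compound plus tracer and 100% = blocker peptide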
Bim-Bcl-2 – disrupts Bim peptide binding to human Bcl-2 | Bead-based flow cytometry, Bim peptide-Bcl-2 binding | inhibition, % at 10 µM | 190,000 tested, 0.06% active | AID 950; in the data active = inhibition above about 40%; inconclusive = no clear call, values can overlap the other calls;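 note: 0% = no compound wells with probe peptide and 100% = reference peptide inhibitor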
RGS7-Gao – modulates binding of RGS7 to human Galphao; P09471; Multiplexed bead flow cytometry; actives lie on both sides; binding response (% of control), % at 10 µM; 220,000 tested, 0.35% active; AID 1439; in the data active = binding response below about 49% or above about 150%; inconclusive = no clear call, values can overlap the other calls; inactive = in between;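 note: fluorescent Galphao held in activated GDP-AlF4 state binding bead-coupled RGS7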
Target sequence (P09471 whole entry, looked up): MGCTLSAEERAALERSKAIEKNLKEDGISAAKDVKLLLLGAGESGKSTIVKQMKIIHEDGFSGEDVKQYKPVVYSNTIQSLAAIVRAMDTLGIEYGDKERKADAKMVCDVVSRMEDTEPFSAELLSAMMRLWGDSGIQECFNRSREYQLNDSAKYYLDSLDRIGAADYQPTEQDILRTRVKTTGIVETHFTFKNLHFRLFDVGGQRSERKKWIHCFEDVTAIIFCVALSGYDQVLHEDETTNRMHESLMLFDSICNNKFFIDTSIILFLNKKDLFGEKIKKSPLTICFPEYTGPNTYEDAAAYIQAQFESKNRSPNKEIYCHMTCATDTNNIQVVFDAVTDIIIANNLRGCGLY
Bim-Mcl-1 – disrupts Bim peptide binding to human Mcl-1 | Bead-based flow cytometry, Bim peptide-Mcl-1 binding | inhibition, % at 10 µM | 190,000 tested, 0.1% active | AID 1009;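 note: 0% = no compound tracer wells and 100% = peptide blocker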
RGS4-Gao reg – modulates binding of RGS4 to human Galphao | 220,000 tested, 0.33% active | Multiplexed bead flow cytometry; actives lie on both sides | binding response (% of control), % at 10 µM; in the data active = binding response below about 49% or above about 150%; inactive = in between;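 note: fluorescent Galphao activated with aluminum fluoride binding bead-coupled RGS4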
RGS8-Gao reg – human RGS8-Galphao interaction regulation; 220,000 tested, 0.34% active; AID 1423; response (percent of control binding), % at 10 µM; P09471; multiplexed bead flow cytometry, RGS8-Galphao binding; actives lie on both sides; in the data active = response below about 60% or above about 140%; inactive = in between;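 note: Galphao activated as the GDP aluminium fluoride complex binding bead-coupled RGS8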
Bim-Bcl-B – disrupts Bim peptide binding to human Bcl-B; inhibition, % at 10 µM; bead-based flow cytometry; 190,000 tested, 0.073% active;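 note: 0% = tracer peptide without compound and 100% = reference inhibitor peptide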
Target sequence (Q9HD36 whole entry, looked up): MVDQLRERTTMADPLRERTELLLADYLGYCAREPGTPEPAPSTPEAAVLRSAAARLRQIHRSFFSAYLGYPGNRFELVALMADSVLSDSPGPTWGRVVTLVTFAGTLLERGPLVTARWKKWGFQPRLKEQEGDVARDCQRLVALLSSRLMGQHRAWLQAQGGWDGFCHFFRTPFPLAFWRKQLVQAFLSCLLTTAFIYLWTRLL
Mcl1 Noxa PPI – disrupts binding of human Mcl-1 to Noxa peptide; TR-FRET Mcl-1/Noxa peptide binding, 2 h; 220,000 tested, 1.5% active; inhibition, % at 21.7 µM; Q07820;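 active = compounds that cut the protein-peptide binding signal by more than 50% relative to plate controls in a single-dose test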;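 note: His-tagged Mcl-1 with rhodamine Noxa BH3 peptide and terbium anti-His antibody; 0% = Mcl-1 plus Noxa peptide wells and 100% = peptide-only wells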
* marks the source's active call; other numbers are inactive results; ? = inconclusive; nt = no result given. Cut-off read from the data, not from the text of the source, unless noted: active = inhibition above about 40%.

SMILES	Bim-Bcl-W	Mcl1 Bid PPI	Bim-Bcl-XL	Bim-Bfl-1	Bim-Bcl-2	RGS7-Gao	Bim-Mcl-1	RGS4-Gao reg	RGS8-Gao reg	Bim-Bcl-B	Mcl1 Noxa PPI
COc1ccc(N2CCN(CC(=O)NCc3ccccc3)CC2)cc1	-3	-8	-1	-4	-6	102	-4	98	99	-2	21
CCOc1ccc(-c2nc(CSCC(=O)NC3CCCc4ccccc43)c(C)o2)cc1 (centres undefined)	-4	-21	-9	-17	-11	99	-8	98	98	-12	5
CCCC(C(=O)NC1CCCC1)N(C(=O)Cn1nnc(-c2ccc(C)o2)n1)C1CCCC1 (centres undefined)	2	-26	-1	-13	-6	90	-3	93	86	-5	37
N#Cc1ccc(CSc2nnc(-c3ccncc3)n2CCc2ccccc2)cc1	-1	-7	-3	-4	-4	101	-2	102	103	-3	6
N#Cc1ccc(OCC(=O)Nc2cc(S(=O)(=O)N3CCCCC3)ccc2N2CCCCC2)cc1	-5	-1	-9	0	-5	97	-4	98	99	-7	7
CCNC(=S)NNC(=O)c1cc(C2CC2)nc2ccccc12	-1	-195	-1	1	-2	102	-1	99	95	-2	-50
CCc1cc2c(=O)c(-c3cnn(-c4ccccc4)c3)c(C)oc2c(CN2CCCCC2)c1O	-2	-81	-4	-1	0	93	-1	98	99	4	4
Cn1cccc1/C=N/NC(=O)c1ccn[nH]1	-2	-12	-10	-9	-3	90	-3	97	95	-7	23
Cc1cc(C(=O)COC(=O)c2nc3nccc(C)n3n2)c(C)n1CC1CCCO1 (centres undefined)	0	-50	-1	-5	0	105	-2	104	110	-3	3
Cc1ccc(NC(=O)c2cnccn2)cc1S(=O)(=O)N(C)C	-2	-34	-5	-2	2	99	-2	106	100	0	1
O=C(CSc1nnc(-c2ccccc2O)n1-c1ccccc1)Nc1cccc(C(=O)O)c1	0	-22	0	-4	0	?	0	101	100	0	17
O=C(CC1C(=O)NCCN1Cc1ccc(Cl)c(F)c1)NCCc1cccnc1 (centres undefined)	nt	-32	nt	nt	nt	?	nt	102	96	nt	-24
CCC(=O)Nc1ccc(C(=O)Nc2ccc3c(c2)OCO3)cc1	1	-16	0	1	2	96	3	99	99	1	30
COc1ccccc1NC(=O)CCn1cccc1	3	-34	-9	-9	-4	104	-2	101	103	-10	13
CCOc1ccc(OCc2ccc(C(=O)Nc3ccc(Cl)cn3)o2)cc1	0	10	0	1	0	96	0	96	99	-1	-14
COc1ccc(C(=O)Nc2nc3ccccc3[nH]2)cc1S(=O)(=O)N1CCCC1	8	-52	8	-11	-5	92	8	94	97	1	15
Cc1c(Cl)ccc2c(C(=O)NCCN3CCCCC3)cc(-c3ccccn3)nc12	-1	-6	-3	-2	3	?	-1	104	101	-1	11
O=C(O)c1cccc(NS(=O)(=O)c2cccc3nsnc23)c1	-1	-14	-1	-8	-8	102	0	101	101	-6	12
O=C(COc1ccccc1Cl)N1CCN(c2ccc(F)cc2)CC1	1	-21	0	-3	-2	107	-2	103	102	0	2
Cc1ccc(C)c(NC(=S)NCc2ccc3c(c2)OCO3)c1	-2	-45	-4	-7	-5	101	0	100	100	-6	-3

Gathered by group: the entries above with a cyano group (2)
SMILES	Bim-Bcl-W	Mcl1 Bid PPI	Bim-Bcl-XL	Bim-Bfl-1	Bim-Bcl-2	RGS7-Gao	Bim-Mcl-1	RGS4-Gao reg	RGS8-Gao reg	Bim-Bcl-B	Mcl1 Noxa PPI
N#Cc1ccc(CSc2nnc(-c3ccncc3)n2CCc2ccccc2)cc1	-1	-7	-3	-4	-4	101	-2	102	103	-3	6
N#Cc1ccc(OCC(=O)Nc2cc(S(=O)(=O)N3CCCCC3)ccc2N2CCCCC2)cc1	-5	-1	-9	0	-5	97	-4	98	99	-7	7

Later entries:
SMILES	Bim-Bcl-W	Mcl1 Bid PPI	Bim-Bcl-XL	Bim-Bfl-1	Bim-Bcl-2	RGS7-Gao	Bim-Mcl-1	RGS4-Gao reg	RGS8-Gao reg	Bim-Bcl-B	Mcl1 Noxa PPI
CC(C)CCNC(=O)c1ccc2c(c1)ncn2C1CCCC1	-2	14	3	7	1	82	-1	85	91	6	23
NC(=O)c1noc(C(=O)N(CC(=O)NC2CCCC2)Cc2ccc3c(c2)OCO3)c1N	-6	-4	-8	-4	-5	100	-7	95	98	-3	4
NNC(=O)c1ccc(Cn2cc(Cl)cn2)o1	nt	-23	nt	nt	nt	?	nt	87	90	nt	-1
CCCC1C2C(=O)N(c3ccccc3OCC)C(=O)C2ON1c1ccccc1 (centres undefined)	2	-20	-2	-16	-7	98	-1	103	103	-7	22
C/C(=N\NC(N)=O)c1cccc(Cl)c1	11	-22	15	15	16	88	10	90	83	10	-8
O=C(c1ccccc1)[C@H]1CC=CC[C@H]1C(=O)O	1	-24	-1	-13	-7	101	0	97	102	-4	-8
C/C(=N\Nc1cccc(Cl)c1)c1ccncc1	0	-23	0	-2	-3	?	0	101	101	-1	22
CCN(CC)CC(=O)NCC1(c2ccccc2)CCOCC1	0	6	2	-11	-8	98	-1	101	102	-10	17
COC(C(=O)Nc1cc([N+](=O)[O-])ccc1C)c1ccccc1 (centres undefined)	-2	-25	-6	1	0	101	-5	100	97	-2	-6
O=C(COC(=O)CNC(=O)c1ccccc1F)NCC(F)(F)F	-4	-2	-4	-5	-3	94	-5	97	97	-5	1
CCn1nc(C)c(Br)c1Nc1ccc(Br)cc1	0	-10	1	-5	-2	?	-2	100	102	0	-2
COc1ccccc1N1CCN(C/C(C)=C/c2ccccc2)CC1	-5	-8	-3	-2	-1	102	0	102	101	-5	20
CC(=O)NC1CC2CCCC(C1)N2S(=O)(=O)c1cccc(F)c1 (centres undefined)	-2	-10	-2	-1	-3	102	-1	102	100	0	6
Cc1nc(N)sc1C(=O)OCC(C)C	-1	5	-4	0	-1	?	0	96	97	-3	12
CCc1ccc(C(=O)COC(=O)CNC(=O)CNC(=O)Cc2ccccc2)cc1	-1	-15	0	0	-1	99	0	102	102	0	7
O=C(NC1CCCC1)C(c1ccccc1)N(C(=O)c1ccno1)c1ccccc1 (centres undefined)	-20	-6	-18	-17	-19	101	-20	103	104	-24	-4
ClC1(Cl)CC1CSc1nc2ccccc2[nH]1 (centres undefined)	0	-7	-1	-8	-6	103	-1	106	107	-6	5
Cc1ccc(Cl)cc1NC(=O)c1cnn2c1NC(c1ccco1)CC2C(F)(F)F (centres undefined)	-1	-3	-9	-15	-11	108	-2	112	109	-9	-7
Cc1ccccc1NC(=S)NC(NC(=O)c1ccccc1C)C(Cl)(Cl)Cl (centres undefined)	-3	-15	-2	4	2	107	-2	104	99	-21	12
CCOc1ncccc1C(=O)NCc1ccc(OC)cc1	-3	-9	0	0	-2	93	-2	94	95	-3	-3
Cc1c(Cl)cccc1Nc1nc(N)nc(CSC(=S)N2CCOCC2)n1	-1	-4	-5	-6	-2	92	-1	100	101	-5	22
O=C(NCc1ccccc1)NC1(C(=O)N2CCOCC2)CCCCC1	2	8	-8	-10	-8	103	0	108	102	-7	14
CCOC(=O)CCCC(=O)N1CCOCCOCCN(C(=O)CCCC(=O)OCC)CCOCCOCC1	0	-5	0	-1	-2	108	1	108	108	0	2
CCCc1cc(C(=O)NCCc2ccccc2)no1	1	-17	-3	-9	-4	94	-2	99	106	-5	-12
CCc1cccc(C)c1NC(=O)CSc1ncn[nH]1	1	-28	1	2	2	103	0	100	100	1	20
FC(F)(F)c1nnc(-c2ccccc2)nc1Oc1ccccc1	-1	-10	-4	-13	-7	101	-2	103	102	-8	6
Cc1ccc(C)c(NC(=O)Cn2cnc3c(oc4ccccc43)c2=O)c1	0	-17	-1	-4	2	?	0	97	99	-1	-11
Cc1ccc(NC(=O)NNC(=O)c2snnc2C)cc1	1	-26	0	-3	0	96	0	96	99	-2	7
COc1ccc(OC)c2[nH]c(=O)c(CCNC(=O)c3ccc(S(=O)(=O)N(C)C)cc3)cc12	0	-6	-1	-5	-6	100	0	103	103	-8	-15
O=C(CSc1nnc(-c2ccncc2)o1)N1CCCCCC1	-1	-10	5	0	1	99	10	95	99	-2	8

Reformatted with two lines to a compound: part of the list above.
Each structure is followed by: Bim-Bcl-W, Mcl1 Bid PPI, Bim-Bcl-XL, Bim-Bfl-1, Bim-Bcl-2, RGS7-Gao, Bim-Mcl-1, RGS4-Gao reg, RGS8-Gao reg, Bim-Bcl-B, Mcl1 Noxa PPI
CCOC(=O)CCCC(=O)N1CCOCCOCCN(C(=O)CCCC(=O)OCC)CCOCCOCC1
 : 0, -5, 0, -1, -2, 108, 1, 108, 108, 0, 2
CCCc1cc(C(=O)NCCc2ccccc2)no1
 : 1, -17, -3, -9, -4, 94, -2, 99, 106, -5, -12

The listing continues:
SMILES	Bim-Bcl-W	Mcl1 Bid PPI	Bim-Bcl-XL	Bim-Bfl-1	Bim-Bcl-2	RGS7-Gao	Bim-Mcl-1	RGS4-Gao reg	RGS8-Gao reg	Bim-Bcl-B	Mcl1 Noxa PPI
COc1ccc(C(=O)N(c2ccc(C)cc2)C2C=CS(=O)(=O)C2)cc1OC (centres undefined)	1	-60	0	-3	0	100	0	103	102	0	14
CS(=O)(=O)N1CCCC(C(=O)N2CCN(c3cccc(Cl)c3)CC2)C1 (centres undefined)	0	-18	-4	-5	-1	97	2	100	99	-4	3
COc1ccc(C2CC(c3c(Cl)cccc3Cl)n3nc(N)nc3N2)cc1 (centres undefined)	3	-24	-2	-4	0	101	2	102	103	-3	1
COc1ccc(C)cc1NC(=O)c1cnc2scc(C)n2c1=O	-2	-5	-1	-1	2	95	0	97	92	2	4
CCCCNC(=O)c1ccccc1NC(=O)CN(c1ccccc1)S(=O)(=O)N(C)C	-3	-16	0	-6	-7	100	2	99	101	-6	8

Part of the list above with just RGS8-Gao reg:
molecule	RGS8-Gao reg
COc1ccc(C)cc1NC(=O)c1cnc2scc(C)n2c1=O	92
COc1ccc(C2CC(c3c(Cl)cccc3Cl)n3nc(N)nc3N2)cc1 (centres undefined)	103
COc1ccc(C(=O)N(c2ccc(C)cc2)C2C=CS(=O)(=O)C2)cc1OC (centres undefined)	102
CS(=O)(=O)N1CCCC(C(=O)N2CCN(c3cccc(Cl)c3)CC2)C1 (centres undefined)	99
